DNMT1 block = DNMT1 (human) enzyme inhibition | P26358 | DNMT1 molecular beacon, Hinp1I cleavage, fluorescence | inhibition (reported as % activation of signal), % at 10 µM | actives 0.83% (n = 360,000) | AID 588458; in the data active = inhibition above about 50%
STEP inh = blocks human striatal-enriched tyrosine phosphatase; P54829; recombinant STEP, OMFP fluorogenic substrate, fluorescence; inhibition, % at 20 µM; actives 0.25% (n = 360,000); AID 588621;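 active = inhibition at 20 µM, scaled per plate between control wells, above about 37%, limit read from the data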;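 note: 0% = DMSO with enzyme and substrate and 100% = substrate only without enzyme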
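System: STEP (striatal-enriched tyrosine phosphatase) enzyme, cell-free; medium: Bis-Tris pH 6.0 buffer with DTT, detergent; dosing: 20 µM, 1% DMSO; times: reaction 20 min, ambient temperature; detection: fluorescence, 480/540 nm; read-out basis: normalized % inhibition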
MLLE-PAM2 inh = blocks PAM2 peptide binding to the PABP1 MLLE domain | P11940 | GST-MLLE / FITC-PAM2 fluorescence polarization | inhibition, % at 20 µM | actives 0.36% (n = 360,000) | AID 588489; in the data active = inhibition above about 35%, passing the limit was not always enough;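 note: plate controls were DMSO wells with GST-MLLE for no effect and wells lacking GST-MLLE protein for full effect; some results filed as inactive read as strong as hits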
SUMO1-SIM PPI = SUMO1-SIM interaction modulation | SUMO1 binding to a labelled peptide, TR-FRET, 1 h | actives 0.33% (n = 360,000) | inhibition, % at 20 µM | P63165; in the data active = inhibition above about 37%
Target sequence (P63165 whole entry, looked up): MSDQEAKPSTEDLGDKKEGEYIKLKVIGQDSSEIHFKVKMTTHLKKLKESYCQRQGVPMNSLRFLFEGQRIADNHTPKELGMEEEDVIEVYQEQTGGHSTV
Rpn11 inh = inhibitors of human proteasome Rpn11. O00487. human 26S proteasome, Ub4-pepOG fluorescence polarization; 20S core pre-blocked with epoxomicin. calls only at 20 µM. actives 0.59% (n = 360,000). AID 588493;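 active = inhibition at 20 µM, scaled to each plate's controls, above about 33%, limit read from the data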
Target sequence (O00487 whole entry, looked up): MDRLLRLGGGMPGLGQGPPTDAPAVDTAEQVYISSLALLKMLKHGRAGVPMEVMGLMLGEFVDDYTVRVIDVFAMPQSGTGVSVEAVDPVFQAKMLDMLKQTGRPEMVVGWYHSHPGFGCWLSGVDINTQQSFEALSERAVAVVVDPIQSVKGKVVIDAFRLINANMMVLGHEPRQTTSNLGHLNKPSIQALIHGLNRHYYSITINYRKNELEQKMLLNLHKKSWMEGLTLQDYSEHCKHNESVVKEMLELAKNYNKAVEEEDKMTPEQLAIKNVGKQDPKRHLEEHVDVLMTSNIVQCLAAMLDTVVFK
LMPTP inh = LMPTP (human) inhibition; P24666; recombinant LMPTP-A, OMFP fluorogenic substrate, fluorescence intensity; inhibition, % at 20 µM; actives 0.22% (n = 360,000);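 active = compounds that cut the enzyme signal by at least half of the control window in the single-dose screen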;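 note: plate controls were DMSO wells with enzyme plus substrate for no effect and substrate without enzyme for full effect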
Target sequence (P24666 whole entry, looked up): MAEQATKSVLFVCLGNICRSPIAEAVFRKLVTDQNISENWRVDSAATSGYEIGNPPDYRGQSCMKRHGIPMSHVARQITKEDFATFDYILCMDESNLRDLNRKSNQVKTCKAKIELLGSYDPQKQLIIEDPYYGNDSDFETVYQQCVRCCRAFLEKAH
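material = LMPTP-A | quantity = 0.625 nM enzyme | reagent = OMFP substrate, 400 µM final | buffer or medium = Bis-Tris pH 6.0, DTT, detergent | detection = endpoint fluorescence intensity from OMFP dephosphorylation | dosing = single 20 µM dose | read-out basis = % inhibition relative to no-enzyme and uninhibited control wells | control set = no-enzyme and uninhibited controls | timing = 50 min at room temperature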
NadD inh = NadD (S. aureus) enzyme inhibition. purified NadD enzyme, colorimetric absorbance read-out. inhibition, % at 20 µM. actives 0.78% (n = 360,000). AID 602399; in the data active = inhibition above about 26%; note: some compounds past the cut are filed as inactive
CSN inh = blocks human CSN-mediated cullin deneddylation; Q92905; Purified CSN, SCF-Nedd8-OG deneddylation, fluorescence polarization; inhibition, % at 12.5 µM; actives 0.38% (n = 360,000); AID 651999;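 active = pattern-corrected inhibition above about 35%, with an unprinted fluorescence ratio check between 0.5 and 1.5, limit read from the data, passing the limit was not always enough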;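 note: 0% = enzyme with substrate and 100% = substrate without enzyme; some results filed as inactive read as strong as hits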
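Test system: Human Csn5 produced in HEK293T cells | Compound: 12.5 µM single point | Times: 90 min, room temperature | Signal: Fluorescence polarization readout | Read-out basis: % inhibition of substrate cleavage by Csn5 | Controls: no-enzyme wells high, enzyme-with-substrate wells low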
Scp-1 inhibitor = Scp-1 (human) phosphatase inhibition. Q9GZU7. Recombinant Scp1, phosphopeptide, malachite green phosphate absorbance. inhibition, % at 20 µM. actives 0.88% (n = 340,000). AID 493091;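 active = inhibition above about 50% at 20 µM, limit read from the data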;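 note: plate controls were DMSO wells with enzyme for no effect and wells lacking enzyme for full effect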
Target sequence (Q9GZU7 76-261 limits assumed): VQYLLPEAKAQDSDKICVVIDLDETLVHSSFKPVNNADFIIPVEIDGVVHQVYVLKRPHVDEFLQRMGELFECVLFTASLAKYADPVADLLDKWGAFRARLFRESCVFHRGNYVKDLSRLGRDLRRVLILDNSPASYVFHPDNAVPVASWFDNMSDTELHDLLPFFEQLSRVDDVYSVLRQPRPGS
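Test system: SCP-1 catalytic domain; Buffer or medium: Acidic Tris acetate buffer with magnesium and detergent; Also added: Phosphorylated 17-residue peptide substrate; Compound: single 20 µM dose, 1% DMSO; Schedule: enzyme reaction 45 min at room temperature, colour 5 min, stabilisation 30 min; Signal: Phosphate-binding colour reagent, absorbance read at 630 nm.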
TbMetRS inhib = Trypanosoma brucei MetRS inhibition; actives 0.4% (n = 360,000); AID 624268; inhibition, % at 11.9 µM; purified T. brucei MetRS, ATP depletion, Kinase-Glo luminescence;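 active = inhibition above a per-plate cutoff of the control wells' mean inhibition plus 3 SD, cut at about 5.5% in these data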;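 note: 0% = DMSO wells median and 100% = median of wells with control inhibitor compound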
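Material: T. brucei methionyl-tRNA synthetase, purified; reagent: substrates ATP, L-methionine and bulk Escherichia coli tRNA; dosing: 11.9 µM single point; timing: 15 min plus 2 h at 25 °C; detection: luminescence of leftover ATP; evaluation: % inhibition; control set: DMSO-only wells as low control; replicates: singlicate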
* = called active by the depositor; i = inactive; · = no result given.

[1] COC(=O)c1sc(NC(=O)COC(=O)C2CCC2)c(C(=O)OC)c1C
[2] CCN1CCN(C(=O)CS(=O)(=O)Cc2nc(-c3ccc(C)cc3)oc2C)CC1
[3] CCCCn1nnnc1SCC(=O)Nc1ccc(N(C)C)cc1
[4] CCN(CC)S(=O)(=O)c1cc(OC)c(Cl)cc1Cl
[5] CCCCOC(=O)Nc1ccc(C(=O)OCCC)cc1
[6] COc1ccc(C(=O)N2CC3(C)CC2CC(C)(C)C3)cc1 (stereo not given)

Screen / compound no.	1	2	3	4	5	6
DNMT1 block	1	-2	-11	2	-3	0
STEP inh	3	0	1	-1	-2	-2
MLLE-PAM2 inh	13	-7	-30	-1	7	9
SUMO1-SIM PPI	5	4	-4	4	0	1
Rpn11 inh	i	i	i	i	i	i
LMPTP inh	2.5	-0.3	-0.1	1.2	-0.2	-0.6
NadD inh	0	-1	2	-4	-5	-3
CSN inh	2	3	3	-3	2	4
Scp-1 inhibitor	-8	2	10	-2	-8	2
TbMetRS inhib	-0.3	-0.3	-0.2	-0.3	-0.6	-0.8

[7] CCOC(=O)CN1C(=O)Nc2ccc(Br)cc2C1c1ccccc1 (stereo not given)
[8] Nc1cc(=O)[nH]n1C1CCCCC1
[9] CCOc1ccc(C(=O)NNC(=O)CCNC(=O)c2ccc(Br)cc2)cc1OC
[10] Cc1ccc(NC(=O)CSc2nnc(NC(=O)CN3CCOCC3)s2)cc1
[11] O=C(CCC1CCCCC1)NCCN1CCOCC1
[12] CCOC(=O)c1cc2cc3ccccc3cc2[nH]1

Screen / compound no.	7	8	9	10	11	12
DNMT1 block	-2	-6	3	-7	4	-24
STEP inh	3	3	0	-3	-2	-6
MLLE-PAM2 inh	-7	1	-7	8	15	5
SUMO1-SIM PPI	1	1	-4	-2	3	-24
Rpn11 inh	i	i	i	i	i	i
LMPTP inh	-0.1	2.8	-0.6	-1.4	-2.7	0.5
NadD inh	-7	-4	1	-5	-5	5
CSN inh	-7	-2	-4	4	-5	-1
Scp-1 inhibitor	-2	-7	-4	1	2	-13
TbMetRS inhib	-1.1	0.3	-0.2	-0.8	-0.7	0.1

[13] CCOc1ccc(Br)cc1S(=O)(=O)Nc1cccc(S(=O)(=O)NC2=NCCC2)c1
[14] O=C1CC(O)(C(F)(F)F)Oc2c1ccc1ccccc21 (stereo not given)
[15] Cn1c(NCc2ccccc2O)nc2ccccc21
[16] CCOC(=O)/C(C#N)=C\c1ccc(CC)s1
[17] COc1ccc(N2C(=O)C(CC(=O)Nc3ccccc3)N(Cc3ccc4c(c3)OCO4)C2=O)cc1 (stereo not given)
[18] O=C(CCC1CCCC1)N=C1SC2CS(=O)(=O)CC2N1Cc1ccccc1 (stereo not given)

Screen / compound no.	13	14	15	16	17	18
DNMT1 block	-2	-5	2	-1	1	14
STEP inh	-4	-4	-2	-1	0	-4
MLLE-PAM2 inh	7	8	-6	-3	-11	2
SUMO1-SIM PPI	4	0	3	-23	-3	6
Rpn11 inh	i	i	i	i	i	i
LMPTP inh	-0.3	-0.6	3.7	1.8	-1.2	0.2
NadD inh	-1	-1	-1	-5	-8	3
CSN inh	4	-1	-2	6	-4	-4
Scp-1 inhibitor	3	-9	-3	-3	-13	-5
TbMetRS inhib	3.3	1.0	0.5	0.0	-0.7	-0.4

[19] Cc1ccnc(NC(c2ccncc2)c2c(C)[nH]c3ccccc23)c1 (stereo not given)
[20] N/C(Cc1ccc(Cl)cc1Cl)=N\OC(=O)c1ccc(Br)o1
[21] CC1CCC(NC(=O)COC(=O)CSc2ccc(C(N)=O)cc2[N+](=O)[O-])CC1 (stereo not given)
[22] CN(C)C(=O)CCC(=O)N1CCCC(C(=O)c2ccc3c4c(cccc24)CC3)C1 (stereo not given)
[23] Cc1ccc(S(=O)(=O)N2CCc3ccccc3C2CN2C(=O)c3ccccc3C2=O)cc1 (stereo not given)
[24] O=C(CCN1C(=O)[C@@H]2Cc3ccccc3CN2C1=O)N[C@@H](C(=O)O)c1ccccc1

Screen / compound no.	19	20	21	22	23	24
DNMT1 block	-3	2	-2	-5	-3	3
STEP inh	-1	2	1	1	5	-1
MLLE-PAM2 inh	-3	-5	22	-1	-5	0
SUMO1-SIM PPI	1	6	-29	-12	-13	-2
Rpn11 inh	i	i	i	i	i	i
LMPTP inh	-0.2	1.6	-1.5	-1.1	3.2	-0.4
NadD inh	-4	0	-7	0	-10	0
CSN inh	-11	8	-2	1	-1	3
Scp-1 inhibitor	-7	2	3	-4	-10	-1
TbMetRS inhib	0.3	0.1	-0.5	-1.0	0.7	0.3

A different layout for part of the listing above:
cpd | smiles | DNMT1 block | STEP inh | MLLE-PAM2 inh | SUMO1-SIM PPI | Rpn11 inh | LMPTP inh | NadD inh | CSN inh | Scp-1 inhibitor | TbMetRS inhib
19 | Cc1ccnc(NC(c2ccncc2)c2c(C)[nH]c3ccccc23)c1 (stereo not given) | -3 | -1 | -3 | 1 | i | -0.2 | -4 | -11 | -7 | 0.3
20 | N/C(Cc1ccc(Cl)cc1Cl)=N\OC(=O)c1ccc(Br)o1 | 2 | 2 | -5 | 6 | i | 1.6 | 0 | 8 | 2 | 0.1
21 | CC1CCC(NC(=O)COC(=O)CSc2ccc(C(N)=O)cc2[N+](=O)[O-])CC1 (stereo not given) | -2 | 1 | 22 | -29 | i | -1.5 | -7 | -2 | 3 | -0.5
22 | CN(C)C(=O)CCC(=O)N1CCCC(C(=O)c2ccc3c4c(cccc24)CC3)C1 (stereo not given) | -5 | 1 | -1 | -12 | i | -1.1 | 0 | 1 | -4 | -1.0
23 | Cc1ccc(S(=O)(=O)N2CCc3ccccc3C2CN2C(=O)c3ccccc3C2=O)cc1 (stereo not given) | -3 | 5 | -5 | -13 | i | 3.2 | -10 | -1 | -10 | 0.7

Following part:
[25] COc1ccccc1-c1nnc(SCC(=O)NC2CCCCC2)o1
[26] Cc1cccc(C)c1-n1nnnc1C1(C)CCC(=O)N1Cc1cccnc1 (stereo not given)
[27] CC(OC(=O)C1CC(=O)N(Cc2ccco2)C1)C(=O)Nc1ccccc1[N+](=O)[O-] (stereo not given)
[28] CCN(CC(=O)NC(=O)NC1CCCCC1)Cc1ccccc1
[29] O=C(c1cccs1)N1CCC(c2nc3c(nnn3Cc3ccccc3Cl)c(=O)[nH]2)CC1
[30] Cc1cccc(NC(=O)N(Cc2cc3cc(C)cc(C)c3[nH]c2=O)CC2COCCO2)c1 (stereo not given)

Screen / compound no.	25	26	27	28	29	30
DNMT1 block	1	·	4	1	3	-9
STEP inh	-2	·	1	-1	3	2
MLLE-PAM2 inh	-10	·	14	-9	10	-2
SUMO1-SIM PPI	3	5	-18	3	5	-2
Rpn11 inh	i	·	i	i	i	i
LMPTP inh	-1.8	-0.9	-1.8	-3.1	1.1	-0.1
NadD inh	1	-4	-3	-6	-3	5
CSN inh	-5	2	-3	-4	4	-2
Scp-1 inhibitor	15	·	-10	0	1	23
TbMetRS inhib	2.0	-0.5	0.0	-0.7	-0.3	-0.3

Some of the entries so far, bar-delimited.
no. | molecule | DNMT1 block | STEP inh | MLLE-PAM2 inh | SUMO1-SIM PPI | Rpn11 inh | LMPTP inh | NadD inh | CSN inh | Scp-1 inhibitor | TbMetRS inhib
28 | CCN(CC(=O)NC(=O)NC1CCCCC1)Cc1ccccc1 | 1 | -1 | -9 | 3 | i | -3.1 | -6 | -4 | 0 | -0.7
25 | COc1ccccc1-c1nnc(SCC(=O)NC2CCCCC2)o1 | 1 | -2 | -10 | 3 | i | -1.8 | 1 | -5 | 15 | 2.0
27 | CC(OC(=O)C1CC(=O)N(Cc2ccco2)C1)C(=O)Nc1ccccc1[N+](=O)[O-] (stereo not given) | 4 | 1 | 14 | -18 | i | -1.8 | -3 | -3 | -10 | 0.0
26 | Cc1cccc(C)c1-n1nnnc1C1(C)CCC(=O)N1Cc1cccnc1 (stereo not given) | · | · | · | 5 | · | -0.9 | -4 | 2 | · | -0.5
30 | Cc1cccc(NC(=O)N(Cc2cc3cc(C)cc(C)c3[nH]c2=O)CC2COCCO2)c1 (stereo not given) | -9 | 2 | -2 | -2 | i | -0.1 | 5 | -2 | 23 | -0.3

(cont.)
[31] CCC(=O)NC(=S)Nc1ccc(NC(=O)c2ccco2)c(Cl)c1
[32] Cc1nc(N=C(N)N)nc2c(C)cccc12
[33] O=c1nccc(N/N=C/c2cccc(O)c2)[nH]1
[34] O=C(CSc1ncnc2c1cnn2-c1ccc(F)cc1)NCc1ccc2c(c1)OCO2
[35] CCOC(=O)C(C)(C)n1nnc(-c2ccc([N+](=O)[O-])cc2)n1
[36] COc1ccccc1NCCC(=O)OCC(=O)Nc1cccc(S(=O)(=O)N(C)C)c1

Screen / compound no.	31	32	33	34	35	36
DNMT1 block	1	11	2	23	-1	-1
STEP inh	3	-3	-1	-1	2	-1
MLLE-PAM2 inh	26	7	0	8	-2	-12
SUMO1-SIM PPI	0	-6	-10	-2	-18	-3
Rpn11 inh	i	i	i	i	i	i
LMPTP inh	3.6	2.6	0.2	-1.9	0.9	0.3
NadD inh	-1	-2	-2	-1	-5	0
CSN inh	-15	7	1	0	-2	4
Scp-1 inhibitor	-7	-6	-13	2	-7	-6
TbMetRS inhib	-1.5	0.7	-0.8	-0.4	-0.7	-0.5

[37] COc1ccc(CN2CCN(c3ncccn3)CC2)c(C)c1C
[38] CCCCCN=Cc1c(C)[nH]n(-c2nc3ccccc3s2)c1=O
[39] CC1(C2CC2)NC(=O)N(CC(=O)NCc2ccc(Cl)cc2Cl)C1=O (stereo not given)
[40] CC(C)CN1C(=O)c2ccc(C(=O)Nc3ccc(OCC(=O)O)cc3)cc2C1=O
[41] Cc1c(/C=N/NC(=O)c2ccc(Br)o2)cnn1C
[42] Cc1ccc(-c2nnc(SCC(=O)N/N=C/c3ccccc3C(=O)O)n2-c2ccc(C)cc2)cc1

Screen / compound no.	37	38	39	40	41	42
DNMT1 block	4	-1	3	4	3	2
STEP inh	2	0	-1	-2	0	10
MLLE-PAM2 inh	-1	4	-62	-5	-7	-34
SUMO1-SIM PPI	7	6	-1	-27	3	10
Rpn11 inh	i	i	i	i	i	i
LMPTP inh	-3.0	-0.7	-1.2	-1.1	-0.3	-1.9
NadD inh	-3	3	-4	3	-4	8
CSN inh	-2	-5	1	4	6	-2
Scp-1 inhibitor	2	2	1	-5	-1	16
TbMetRS inhib	-0.2	-6.4	0.9	-0.5	-0.4	-0.5

Assay outcomes (PubChem BioAssay)
